Assay outcomes (PubChem BioAssay)
RmlCD inh 1536: M. tuberculosis RmlC/RmlD inhibition; inhibition, % at 3.6 µM; 160,000 compounds, 0.03% hits; RmlC+RmlD coupled enzyme assay, percent inhibition; primary screen in compound mixtures; in the data active means inhibition mostly above about 34%, no sharp cut-off; further: some results filed as inactive read as strong as hits
Target sequence (P9WH09 whole entry, looked up): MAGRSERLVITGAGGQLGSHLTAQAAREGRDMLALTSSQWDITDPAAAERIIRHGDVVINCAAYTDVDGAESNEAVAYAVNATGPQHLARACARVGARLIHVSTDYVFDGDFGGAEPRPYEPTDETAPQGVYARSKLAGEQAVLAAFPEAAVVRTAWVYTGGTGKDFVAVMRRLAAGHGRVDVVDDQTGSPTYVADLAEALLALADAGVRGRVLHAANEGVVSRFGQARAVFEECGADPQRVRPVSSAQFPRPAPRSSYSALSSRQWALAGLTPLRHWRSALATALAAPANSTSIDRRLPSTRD
Target sequence (P9WH11 whole entry, looked up): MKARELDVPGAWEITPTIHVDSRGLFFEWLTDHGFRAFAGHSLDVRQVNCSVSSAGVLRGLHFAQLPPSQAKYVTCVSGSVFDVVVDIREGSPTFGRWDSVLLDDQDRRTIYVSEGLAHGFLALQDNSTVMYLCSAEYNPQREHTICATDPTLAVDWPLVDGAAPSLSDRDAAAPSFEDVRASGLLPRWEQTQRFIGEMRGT
GlmU inhibition: inhibition of mycobacterial GlmU enzyme – biochemical, glucosamine-1-phosphate acetyltransferase (AID 1376); one-dose inhibition, %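 (tested at 30 µM in the primary screen)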; IC50 in µM for titrated hits; M. tuberculosis GlmU acetyltransferase enzyme assay; higher % means a stronger effect; 220,000 compounds, 0.25% hits; in the data active means inhibition above about 13%;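 further: 0% = complete reaction with vehicle and 100% = reaction without substrate; strong numbers were not always called active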
* marks the source's active call; other numbers are inactive results; . = not tested or not shown; & = joins results of further samples.

SMILES	RmlCD inh 1536	GlmU inhibition
CS(=O)(=O)N(CC(=O)NCc1ccco1)c1cccc([N+](=O)[O-])c1	-6.0	0.3%
COCCN1C=C(C(=O)OC)C(c2cc3c(cc2Br)OCO3)C(C(=O)OC)=C1	16.4	3.2%
O=C(COC(=O)c1cccc(O)c1)NCc1ccc2c(c1)OCO2	1.5	7.3%
Cc1ccc(-c2nc3c(c(=O)[nH]c(=O)n3Cc3ccccc3)n2C)s1	-7.9	1.8%
CCc1ccc(/C=C2\SC(N3CCCC3)=NC2=O)cc1	-0.3	-5.3%
CC1Cc2cc(-c3csc(NC(=O)Cc4ccccc4)n3)ccc2N1S(C)(=O)=O (stereo unspecified)	-10.0	-4.3%
CCNC(=O)CC1SC(=Nc2ccc(Cl)cc2)N(CC)C1=O (stereo unspecified)	0.7	-0.4%
Cc1cc(C)cc(NC(=S)NCc2cccnc2)c1	.	-0.3%
CN=C(NC)SC1CC(=O)N(c2ccccc2)C1=O (stereo unspecified)	10.3	1.5%
CCC(C)N(NC(C)=O)c1nc(Cl)nc(NC(C)C)n1 (stereo unspecified)	.	-2.0%
Cc1ccc(Nc2nc(COC(=O)COc3ccc(C=O)cc3)cs2)cc1	-0.5	2.2%
Nc1ccc(-c2cc(-c3cccc(N)c3)nc(-c3ccccc3)n2)cc1	9.3	3.9%
O=C(Cc1ccc(Cl)c(Cl)c1)Nc1ccc2[nH]c(=O)[nH]c2c1	-5.1	-4.0%
CC(C)(C)c1ccc(/C=N/NC(=S)Nc2cccnc2)cc1	27.5	-4.2%
COc1ccc(NC(=O)c2ccc(Br)o2)c([N+](=O)[O-])c1	-9.3	-0.3%
Cc1ccc2c3c1C1(C(=O)N3C(C)(C)CC2C)C(C#N)=C(N)Oc2cc(O)ccc21 (stereo unspecified)	-8.9	0.9%
Cn1ncn2c(=O)c3c(nc12)-c1ccccc1CC31CCCC1	-9.5	2.2%
Cc1ccc(CNC(=O)c2ccc(-n3cccc3)cc2)cc1	-4.7	-3.3%
C/C=C(/C)C(=O)Nc1cccc(C2=NOC3(C2)C[C@H](C(N)=O)N(C(=O)c2ccccc2)C3)c1 (stereo partly specified)	4.1	4.9%
Cc1ccc(Cn2c(N)c(S(=O)(=O)c3cccs3)c3nc4ccccc4nc32)cc1	11.7	3.8%
COc1ccc(/C=N/NC(=O)CNc2n[nH]c(=O)[nH]c2=O)cc1OC	2.3	-5.7%
CC1(C)Cc2c(sc3nc4n(c(=N)c23)CCCCC4)CO1	.	-1.3%
S=C(NCCCN1CCOCC1)NC1CC1	.	-2.1%
CC1(C)CC(=O)c2cc(NC(=O)c3ccc(F)cc3)c(=O)oc2C1	-4.4	-3.1%
O=[N+]([O-])c1ccccc1S(=O)(=O)N1CCN(Cc2cc3c(cc2O)OCO3)CC1	-0.7	2.0%
COc1ccccc1C(=O)Nc1nnc(-c2ccc(Cl)cc2)o1	.	1.2%
NC(=O)c1ccc(NC(=O)COc2ccc([N+](=O)[O-])cc2Cl)cc1	2.8	-4.6%
Cc1ccc(C(=O)CNc2cccc([N+](=O)[O-])c2)cc1	-6.4	1.7%
C=CCCCCCCCCc1nc(SCC(C)=O)n[nH]1	-0.2	2.2%
Cc1ccccc1CSc1nnc(-c2ccccn2)n1C	-9.8	1.0%
O=C(N/N=C/c1ccc([N+](=O)[O-])o1)c1cccc(S(=O)(=O)N2CCOCC2)c1	-2.6	-5.2%
Cc1cccc(NC(=O)C2CC(=O)NC(Nc3nc4ccccc4s3)=N2)c1 (stereo unspecified)	9.7	-6.1%
O=C1NC[C@H](c2ccccc2)N(CCc2cccc3ccccc23)C1=O	-9.6	2.0%
COC(=O)c1ccc(NC(=O)CN(c2ccc(C)cc2)S(=O)(=O)c2c(C)n[nH]c2C)cc1	-7.0	-0.5%
Cn1c(=O)[nH]c(=O)c2c1nc(N1CCCC1)n2CC(O)COc1ccccc1 (stereo unspecified)	10.5	0.2%
O=C(O)c1ccccc1SCc1cn2ccccc2n1	-10.3	8.0%
COc1ccc(NC(=O)N2CCn3c2nc2ccccc23)cc1	-6.5	-2.8%
CCCCNC(=S)Nc1ccc2[nH]c(=O)[nH]c2c1	.	-2.1%
O=C(c1cn(-c2ccccc2)nc1-c1ccccc1)N1CCN(c2ccccn2)CC1	.	-5.3%
C=CCOC(=O)C(C#N)c1nc2ccccc2nc1N1CCC(C(=O)OCC)CC1 (stereo unspecified)	-6.5	-5.4%
CCN(CC(=O)Nc1ccc(C(=O)OC)cc1)Cc1ccccc1	4.0	0.2%
CCOc1ccccc1NC(=S)N1CCCc2ccccc21	.	-0.2%
Cc1nc2c3ccccc3nc(NNC(=O)CCC(=O)NC(C)C)n2n1	-11.2	1.4%
O=C(COC(=O)c1ccc(O)cc1)Nc1nccs1	.	1.6%
CC1CCCCN1Cc1c[nH]c2ccccc12 (stereo unspecified)	21.3	0.1%
COc1cc2nc(N(C)CCCNC(=O)C3CCCO3)nc(N)c2cc1OC (stereo unspecified)	-1.9	-4.7%
COc1ccc(S(=O)(=O)Nc2cccc(S(=O)(=O)N3CCCCCC3)c2)cc1	16.5	0.8%
CC(=O)Nc1nc2cccc([N+](=O)[O-])c2s1	-5.8	1.1%
CCCC(=O)N1c2ccccc2C(=C2SC(C(=O)OC)=C(C(=O)OC)S2)C(=S)C1(C)C	.	-2.5%
CN(CCCNC(=O)CSc1cc(=O)n(C)c2ccc(Cl)cc12)Cc1ccccc1	2.6	1.5%
CCOC(=O)c1sc(NC(=O)CSc2nnnn2-c2ccc(C)c(C)c2)nc1C	.	1.5%
CN1C(=O)N(C)C(=O)C2(Cc3c(ccc4ccccc34)N(C)C2)C1=O	.	1.2%
CCCOc1cc(C)nc(-c2ccccc2O)n1	6.5	1.0%
Cc1cc(C=O)c(C)n1-c1ccc2c(c1)OCO2	.	1.7%
CCOc1ccc2[nH]c(S(=O)(=O)CC)nc2c1Cl	4.0	0.1%
O=c1ccc(Oc2nc(N3CCOCC3)nc(N3CCOCC3)n2)n[nH]1	.	-3.6%
CCCS(=O)(=O)N1CCCC(C(=O)N2CCOCC2)C1 (stereo unspecified)	-1.8	2.2%
CCOC(=O)C1(C/C(C)=N/NC(N)=O)CC(C)OC1=O (stereo unspecified)	-2.0	-2.7%
CCOCCCNC(=O)C1CCN(c2cc(C)nc3c(-c4ccc(OC)c(OC)c4)c(C)nn23)CC1	.	9.4%&-3.9%
COCc1cc([C@@H]2C[C@H]3CN(c4ccccc4)C(=O)[C@]34CCCN24)ccc1OC	-13.3	4.6%
Next entries follow:
SMILES	RmlCD inh 1536	GlmU inhibition
Clc1ncnc2c1oc1ccccc12	5.9	0.7%
COC(=O)CCC(=O)Nc1ccc(N=Nc2ccccc2)cc1	-8.1	0.7%
Cn1c(SCC(=O)c2ccc(F)cc2)nnc1-c1ccccc1N	.	-1.0%
CCOC(=O)c1sc(NC(=O)CCCCCN2C(=O)c3cccc4cccc(c34)C2=O)nc1C	.	2.7%
COC(=O)CCC(=O)OC1(C)C(=O)C=C2C=C3CCCN3C=C2C1=O (stereo unspecified)	.	2.5%
Cc1[nH]c(=O)c(C(=O)/C=C/c2ccccc2F)c2c1CCCC2	-5.5	-2.1%
CC(C)NC(=O)NC(=O)CSc1nnc(C(F)(F)F)n1C	5.7	0.1%
CCOC(=O)CSc1nnc(CSc2nc3sc4c(c3c(=O)[nH]2)CCC4)n1C	-12.7	-1.5%
CC(C)CCN1CC(C(=O)NC(C)C)CC1=O (stereo unspecified)	1.4	0.0%
O=C(CNC(=S)N(Cc1ccccc1)Cc1cccnc1)NC1CCCCC1	-13.4	-2.4%
CC1=C(C(=O)OCC2CCCO2)C(c2ccccc2Cl)NC(=O)N1 (stereo unspecified)	.	2.6%
Cc1cccc(C(=O)NC2CCN(CC(=O)Nc3ccc4c(c3)OCO4)CC2)c1	-0.1	2.2%
CCn1c(SCc2cccc(C(F)(F)F)c2)nnc1-c1ccco1	10.3	3.0%
O=C(COC(=O)C1(c2ccc(Cl)cc2)CCCC1)Nc1ncc(C(F)(F)F)cc1Cl	-9.7	5.9%
O=C(Nc1nccs1)c1cc(S(=O)(=O)N2CCCCC2)ccc1Cl	-6.1	4.0%
Cc1noc(C)c1CSc1ncnc2sc3c(c12)CCCCC3	.	-0.1%
CCOC(=O)N1CC=C2C(C#N)=C(N)C(C#N)(C#N)[C@H](c3ccc(OCC)c(OCC)c3)[C@H]2C1	21.2	-1.8%
CC(C)(C)OC(=O)[C@H](Cc1ccccc1)NC(=O)c1nc[nH]c1C(=O)NC1CCN(C(=O)OC(C)(C)C)CC1	.	-0.4%
COc1cccc(OCCNC(=O)c2cc([N+](=O)[O-])cc([N+](=O)[O-])c2)c1	8.6	0.1%
Cc1cc(Oc2ccccc2)nc(SCC(N)=O)n1	.	-3.8%

As a working copy, part of the list above:
SMILES	RmlCD inh 1536	GlmU inhibition
Cc1cccc(NC(=O)C2CC(=O)NC(Nc3nc4ccccc4s3)=N2)c1 (stereo unspecified)	9.7	-6.1%
O=C1NC[C@H](c2ccccc2)N(CCc2cccc3ccccc23)C1=O	-9.6	2.0%
COC(=O)c1ccc(NC(=O)CN(c2ccc(C)cc2)S(=O)(=O)c2c(C)n[nH]c2C)cc1	-7.0	-0.5%
Cn1c(=O)[nH]c(=O)c2c1nc(N1CCCC1)n2CC(O)COc1ccccc1 (stereo unspecified)	10.5	0.2%

Other compounds follow.
SMILES	RmlCD inh 1536	GlmU inhibition
Cc1cc(NC(=O)Nc2cccc([N+](=O)[O-])c2)no1	-0.3	0.1%
CC(=O)c1cccc(S(=O)(=O)N(Cc2cc3cc4c(cc3[nH]c2=O)OCCO4)CC2CCCO2)c1 (stereo unspecified)	-4.4	3.9%
COc1cc(/C=N/Nc2ccccc2[N+](=O)[O-])ccc1OC(=O)c1ccccc1F	3.7	1.2%
CN(c1cccc(NS(=O)(=O)c2cccc([N+](=O)[O-])c2)c1)S(C)(=O)=O	-3.6	2.9%
CCS(=O)(=O)N1CCC(C(=O)NCc2cccnc2)CC1	31.9	-1.2%
COC(=O)COc1ccc(S(=O)(=O)N2CCCCCC2)cc1	-13.4	-1.5%
Cc1nnc(SCC(=O)NNC(=O)c2ccco2)n1-c1cccc(Cl)c1	-3.2	-3.3%
CN1CCN(CC(=O)NC2CCCCC2)CC1	-5.8	-1.6%
CCCS(=O)(=O)c1nc(S(=O)(=O)c2ccc(C)cc2)c(NCc2ccco2)s1	9.5	-4.6%
CCCCn1c2c(c(=N)c3c1CCC3)CCC2	.	-0.4%
COc1ccc(C(=O)OCc2c(C)noc2C)cc1	-8.7	1.6%
CCc1c(O)nc(SCC(=O)Nc2nc3ccccc3s2)n(-c2ccc(C)cc2)c1=O	4.5	2.2%
CCOc1ccc(-c2nn3c(-c4ccc(F)cc4)nnc3s2)cc1	.	0.9%
CCOC(=O)c1cnc2c(cnn2C)c1NCCC(O)C(F)(F)F (stereo unspecified)	8.4	-2.8%
CCNC(=S)NNC(=O)c1cc(-c2cccc(OC)c2)nc2ccccc12	.	6.0%
CCC(=O)NCCCCNC(=O)CC	.	-10.1%
Cn1c(=O)c2c(O)c(C=NCc3ccccc3)c(=O)n(C)c2n(C)c1=O	17.8	6.0%
O=C1CSC(=Nc2ccc(Cl)cc2)N1Cc1ccco1	14.6	-8.9%
CCCNC(=O)CCn1c(=S)oc2ccccc21	7.3	-3.1%
Cc1ccccc1C(=O)NNC(=O)CCc1ccccc1	1.1	-1.1%

Retrieved by structure from the entries so far:
SMILES	RmlCD inh 1536	GlmU inhibition
COc1cc(/C=N/Nc2ccccc2[N+](=O)[O-])ccc1OC(=O)c1ccccc1F	3.7	1.2%
CN(c1cccc(NS(=O)(=O)c2cccc([N+](=O)[O-])c2)c1)S(C)(=O)=O	-3.6	2.9%

The main list resumes, starting six compounds before the break.
SMILES	RmlCD inh 1536	GlmU inhibition
CCNC(=S)NNC(=O)c1cc(-c2cccc(OC)c2)nc2ccccc12	.	6.0%
CCC(=O)NCCCCNC(=O)CC	.	-10.1%
Cn1c(=O)c2c(O)c(C=NCc3ccccc3)c(=O)n(C)c2n(C)c1=O	17.8	6.0%
O=C1CSC(=Nc2ccc(Cl)cc2)N1Cc1ccco1	14.6	-8.9%
CCCNC(=O)CCn1c(=S)oc2ccccc21	7.3	-3.1%
Cc1ccccc1C(=O)NNC(=O)CCc1ccccc1	1.1	-1.1%
N#C/C(=C\C=C\c1ccccc1)C(=O)NCc1cccnc1	-6.4	0.8%
COc1ccc(-n2c3c(cc(C(=O)NCc4ccco4)c2=O)C(=O)CC(C)(C)C3)cc1	8.2	-3.3%
COc1cc(S(=O)(=O)N2CCC(O)(c3cccc(C(F)(F)F)c3)CC2)ccc1-n1cnnn1	-8.2	3.5%
COc1cccc(-c2nn(-c3ccccc3)cc2C(=O)n2nnc3ccccc32)c1	.	2.1%
CCOC(=O)C1CCN(Cc2coc3c(Cl)cc(Cl)cc3c2=O)CC1	11.2	-2.9%
Cc1cc(=O)oc2cc(Nc3ccccc3)ccc12	-14.4	-3.5%
O=C1CCCC2=C1C(c1cccs1)n1nc(SCc3ccc(C(=O)O)cc3)nc1N2 (stereo unspecified)	-11.7	4.8%
O=C(c1cccc(S(=O)(=O)Nc2ccccc2Cl)c1)N1CCN(C(=O)c2ccco2)CC1	-4.2	1.0%
COc1ccc(C(C)=O)cc1CSc1nnc(C)s1	.	-0.1%
O=S(=O)(c1ccccc1)N(Cc1ccccc1)c1ccccn1	.	1.4%
CCS(=O)(=O)C(=C1Nc2ccccc2N1)S(=O)(=O)CC	.	-2.8%
CCOC(=O)c1sc2ncn(/N=C/c3ccc(O)cc3)c(=O)c2c1C	.	-1.6%
Cn1cnnc1Sc1ccc(C(F)(F)F)cc1[N+](=O)[O-]	-7.7	-1.9%

These rows are one share of the data; rates above refer to the full screens.
